LNCaP diff act = activators of LNCaP prostate cell differentiation, primary screen, flow cytometry side scatter. side scatter shift, % at 10 µM. 4 d. AID 795, 2007. 24,000 tested, 0.56% active;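 active = side scatter shift above 30%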;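 note: androgen-responsive LNCaP prostate cancer cells in charcoal-stripped serum medium; percent of cells past a gate set so DMSO wells show 10% shift; higher shift means more granular cells and more differentiation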
VLA-4 antagonist = inhibitors of LDV-FITC binding to Mn2+-activated VLA-4, primary screen, Jurkat cells; Integrin alpha-4 (Homo sapiens), P13612; LDV-FITC binding with Mn2+, flow cytometry; 100% = Mn2+-driven binding gain fully reversed; inhibition, % at 10 µM (by protocol); 24,000 tested, 0.2% active;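 active = inhibition above 50%; inconclusive = compound itself fluorescent, judged against control cell fluorescence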;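 note: 0% = Mn2+ stimulated cells lacking compound and 100% = ligand binding without Mn2+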
Target sequence (P13612 whole entry, looked up): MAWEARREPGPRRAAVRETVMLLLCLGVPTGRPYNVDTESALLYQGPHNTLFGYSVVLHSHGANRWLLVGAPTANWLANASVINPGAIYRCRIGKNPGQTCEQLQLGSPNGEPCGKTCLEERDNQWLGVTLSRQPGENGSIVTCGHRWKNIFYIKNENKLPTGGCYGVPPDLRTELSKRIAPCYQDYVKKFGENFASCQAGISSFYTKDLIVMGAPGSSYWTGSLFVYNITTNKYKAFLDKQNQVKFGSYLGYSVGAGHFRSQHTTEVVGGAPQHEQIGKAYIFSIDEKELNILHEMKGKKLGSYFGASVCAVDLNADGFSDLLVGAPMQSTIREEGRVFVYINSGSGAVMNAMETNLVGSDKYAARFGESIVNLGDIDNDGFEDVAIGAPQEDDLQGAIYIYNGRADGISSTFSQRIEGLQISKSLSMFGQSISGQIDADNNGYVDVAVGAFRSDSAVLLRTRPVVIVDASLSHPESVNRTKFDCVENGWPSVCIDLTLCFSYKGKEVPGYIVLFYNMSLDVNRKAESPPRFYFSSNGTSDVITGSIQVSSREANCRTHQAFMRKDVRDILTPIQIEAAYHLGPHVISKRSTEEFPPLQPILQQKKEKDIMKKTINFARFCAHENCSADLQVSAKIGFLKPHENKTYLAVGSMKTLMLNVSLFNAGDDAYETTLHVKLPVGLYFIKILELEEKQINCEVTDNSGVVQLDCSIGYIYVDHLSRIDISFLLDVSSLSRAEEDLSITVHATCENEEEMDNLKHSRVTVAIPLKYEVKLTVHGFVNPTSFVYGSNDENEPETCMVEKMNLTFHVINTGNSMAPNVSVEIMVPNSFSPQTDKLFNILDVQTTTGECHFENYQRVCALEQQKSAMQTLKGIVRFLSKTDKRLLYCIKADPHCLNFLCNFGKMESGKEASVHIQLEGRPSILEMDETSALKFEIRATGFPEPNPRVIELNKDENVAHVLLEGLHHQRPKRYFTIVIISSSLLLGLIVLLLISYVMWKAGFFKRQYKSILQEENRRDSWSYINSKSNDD
VLA-4 agonist = enhancers of LDV-FITC binding to VLA-4 integrin, primary screen, Jurkat cells, flow cytometry. 24,000 tested, under 10 active. activation, % at 10 µM (by protocol). AID 528, 2006. Integrin alpha-4 (Homo sapiens), P13612;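 active = fluorescent ligand binding to cells raised by more than 40% of the manganese-induced maximum; inconclusive = compound's own fluorescence above 85% of the ligand control signal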;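 note: 0% = ligand binding without compound and 100% = manganese-stimulated maximal binding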
Jurkat autofluor = compound autofluorescence on Jurkat cells, primary screen, artefact control for VLA-4 allosteric ligand project, cell-based, flow cytometry. active compounds read high; 1 = vehicle-only cell background. fluorescence ratio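 (tested at 10 µM compound in the well)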. 24,000 tested, 0.61% active. AID 576, 2007;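 active = fluorescence ratio above 2.44, which is 1 plus 3 SD of all ratios; inconclusive = signal too bright to measure linearly, ratio around 10 or more; inactive = fluorescence ratio below 2.44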;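 note: green fluorescence of cells measured with 488 nm excitation and 530 nm emission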
* = called active by the depositor; ? = inconclusive.

cpd | molecule | LNCaP diff act | VLA-4 antagonist | VLA-4 agonist | Jurkat autofluor
1 | CCCn1c(=O)[nH]c(=O)c2[nH]cnc21 | 5 | -12 | -4 | 1
2 | CCCS(=O)(=O)N1CCN(Cc2ccc(OCc3ccccc3)c(OC)c2)CC1 | 10 | 8 | 0 | 1.1
3 | Cn1c(=O)n(Cc2ccc(F)cc2)c(=O)c2c1nc1n2CCCN1Cc1ccccc1 | 8 | -16 | 8 | 0.85
4 | COc1ccccc1N(CC(=O)NC1CCCC1)C(=O)CCC(=O)Nc1cc(C)on1 | 14 | -2 | -2 | 1
5 | O=C(Nc1ccccc1)N1CCCN(Cc2ccccc2F)C1 | 11 | -14 | 2 | 0.96
6 | CCSc1nc2ccccc2n1CCC(=O)O | 4 | -4 | 0 | 1.1
7 | Cc1csc2ncc(C(=O)NCc3ccco3)c(=O)n12 | 8 | -15 | 0 | 0.93
8 | CCOC(=O)N1CCN(C(=O)C(C)(C)Oc2ccc(Cl)cc2)CC1 | 4 | ? | ? | 1.1
9 | COc1ccc(-c2csc(N3CCN(C(=O)c4ccco4)CC3)n2)cc1 | 11 | 1 | -4 | 1.1
10 | Cn1c2ccccc2c2c(C(=O)NCc3ccco3)cn(C3CCCCC3)c(=O)c21 | 5 | 8 | 5 | 1
11 | O=C(O)C1CCN(S(=O)(=O)c2cccnc2)CC1 | 3 | 13 | -3 | 0.97
12 | COC(=O)C1C2C=CC3(CN(CC4CCCO4)C(=O)C13)O2 (stereo unspecified) | 4 | -8 | 4 | 1.1
13 | O=C(CC1Oc2ccccc2NC1=O)NCc1ccc(Cl)cc1 (stereo unspecified) | 8 | ? | ? | 1.1
14 | Fc1cccc2sc(Nc3nnc(-c4ccccc4)o3)nc12 | 13 | -3 | 2 | 1.1
15 | Cc1ccc(C)c(S(=O)(=O)NC(CC(C)C)C(=O)O)c1 (stereo unspecified) | 4 | -8 | -2 | 1.1
16 | CC(C)(C)NC(=O)c1sccc1C(=O)O | 7 | -1 | -6 | 1
17 | O=C(CCC1COc2ccccc2O1)NCC1COc2ccccc2O1 (stereo unspecified) | 15 | -3 | 1 | 1
18 | COc1ccc(-c2noc(CCC(=O)N3CCN(c4cc(C)ccc4C)CC3)n2)cc1 | 6 | 48 | -4 | 0.97
19 | COc1ccc(N2CCN(c3ncnc4c3cnn4-c3ccc(C)cc3C)CC2)cc1 | 2 | -8 | -5 | 1.1
20 | CCOC(=O)N1CCN(C(=O)CSc2nnc(-c3ccc(C(C)(C)C)cc3)o2)CC1 | 7 | 32 | ? | 0.86
21 | CCC(C)(C)NC(=O)CC(c1ccc(OC)cc1)n1cccc1 (stereo unspecified) | 11 | 12 | -1 | 1.1
22 | O=C(CN1C(=O)C2C3C=CC(C3)C2C1=O)NCCc1ccccc1 (stereo unspecified) | 10 | 0 | 8 | 0.96
23 | CN1C(=O)c2ccccc2C(C(=O)O)C1c1cccc(F)c1 (stereo unspecified) | 17 | -14 | -8 | 1.1
24 | COCCNC(=O)C1CC(=O)N(C2CCCCC2)C1 (stereo unspecified) | 4 | 10 | 0 | 1
25 | O=C(NCCCN1CCCCC1)C1(S(=O)(=O)c2ccc(Cl)cc2)CC1 | 10 | 0 | 0 | 1.1
26 | COc1ccc(OC)c(N(CC(=O)N2CCN(c3cc(Cl)ccc3C)CC2)S(C)(=O)=O)c1 | 9 | -4 | -8 | 1
27 | O=c1cc(NCc2ccc3c(c2)OCO3)[nH]c(=O)n1-c1ccc(Cl)cc1 | 11 | 4 | 5 | 1.1
28 | CCOC(=O)CSc1nc2cc(C(=O)NCc3ccco3)ccc2c(=O)n1-c1ccc(F)cc1 | 3 | -4 | 2 | 0.98
29 | CCOc1ccccc1CNC(=O)C1CCC(=O)N1C(C)C (stereo unspecified) | 6 | 1 | -1 | 1.1
30 | CC(C)=CCc1c(C)nc2ccccc2c1C(=O)O | 4 | -14 | 6 | 0.96
31 | CCOC(=O)C(C(C)=O)c1nc(C)nc2c1nnn2Cc1ccccc1Cl (stereo unspecified) | 6 | -6 | -2 | 1.1
32 | CCOC(=O)N1CCC(Nc2c(N3CCN(c4cc(Cl)ccc4C)CC3)c(=O)c2=O)CC1 | 6 | -9 | -2 | 1.1
33 | CCc1cccc(NC2c3ccccc3C(=O)N2c2cccnc2)c1 (stereo unspecified) | 11 | 22 | 2 | 0.93
34 | COc1ccc(NC(=O)CN(C)S(=O)(=O)c2cccs2)cc1 | 9 | -17 | 6 | 0.98
35 | COCCn1nnnc1CN1CCC(Cc2ccccc2)CC1 | 9 | -15 | -1 | 1
36 | CCOC(=O)N1CCN(c2c(Nc3ccc4c(c3)OCCO4)c(=O)c2=O)CC1 | 5 | 10 | -3 | 1.1
37 | O=C(c1ccc(CS(=O)(=O)c2ccc(Br)cc2)o1)N1CCN(c2ncccn2)CC1 | 7 | 16 | 2 | 0.95
38 | COc1ccc(Nc2ncc3c(n2)CC(c2ccc(OC)cc2)CC3=O)cc1 (stereo unspecified) | 7 | -23 | 2 | 1.1
39 | CC(C)C(c1nnnn1C1CCCC1)N1CCCc2ccccc21 (stereo unspecified) | 9 | -23 | 4 | 1.1
40 | Cc1cc(C)n(C(=O)c2cc3ccccc3c(=O)o2)n1 | 4 | 9 | -2 | 0.96
41 | COc1ccc2[nH]c(C)c(CCN3C(=O)OC(C)(C)C3(C)O)c2c1 (stereo unspecified) | 4 | -1 | 0 | 1.1
42 | COc1ccc(N2C(=O)C3CCCN3C2c2cccc(Br)c2)cc1 (stereo unspecified) | 7 | 15 | -1 | 1
43 | CCCOc1ccc(C(=O)Nn2c(C)nc3ccccc3c2=O)cc1 | 17 | 2 | -5 | 1
44 | c1c2c(cc3sc(N4CCOCC4)nc13)OCO2 | 15 | 3 | -11 | 1.1
45 | O=C(O)c1cccc(CN2C(=O)SC(Nc3ccccc3)C2=O)c1 (stereo unspecified) | 5 | -21 | 2 | 1
46 | Cc1cc(NCc2ccc3c(c2)OCO3)n2nc(C)nc2n1 | 2 | 5 | -1 | 1
47 | CC(C)Cn1c(CNC(=O)c2ccccc2)nc2ccccc21 | 2 | 3 | 4 | 1
48 | Cc1ccc(-n2c(C)cc3c2CCCC3=O)cc1 | 13 | -2 | 0 | 1.2
49 | CC(C)Cc1nnc(NC(=O)CCC(=O)N2CCOCC2)s1 | 9 | -30 | 4 | 1
50 | O=C(NCC1CCCO1)c1cc2c(s1)CS(=O)(=O)C2 (stereo unspecified) | 15 | -11 | 13 | 0.95
51 | CCc1ccccc1NC(=O)CSc1nc2n[nH]c(C)c2c(=N)n1-c1ccc(OC)cc1 | 10 | -10 | 1 | 1.1
52 | COc1ccc(S(=O)(=O)N2CCN(CC(=O)Nc3cc(C(F)(F)F)ccc3Cl)CC2)cc1 | 6 | 13 | 8 | 0.96
53 | CCOC(=O)c1nnn(-c2nonc2N)c1COc1cc(C)c(Cl)c(C)c1 | 24 | 11 | -3 | 1
54 | COc1cc2nc(NCCN3CCOCC3)n3nc(-c4ccccc4)nc3c2cc1OC | 3 | ? | ? | 1.2
55 | COc1ccc(-c2noc(CN3CCC(Cc4ccccc4)CC3)n2)cc1 | 13 | -10 | 0 | 1.1
56 | Cc1ccc(N=Cc2ccc[nH]2)c(O)c1 | 7 | 9 | -3 | 1.3

The list goes on.
cpd | molecule | LNCaP diff act | VLA-4 antagonist | VLA-4 agonist | Jurkat autofluor
57 | CC(C)C1N=C2c3ccccc3N=C(SCc3cc(=O)n4ccccc4n3)N2C1=O (stereo unspecified) | 8 | -8 | -1 | 1.1
58 | Cc1cc(C(F)(F)F)nn1-c1nc(-c2ccco2)cc(C(F)(F)F)n1 | 12 | 3 | -1 | 1.1
59 | CCOc1ccccc1NC(=O)CN(C)S(=O)(=O)c1cccc2nsnc12 | 9 | -8 | 4 | 1
60 | Cc1ccsc1C(C(=O)NC1CCCCC1)N(C(=O)Cc1cccs1)C1CC1 (stereo unspecified) | 9 | -12 | -8 | 1.1
61 | COC(=O)c1ccc2c(=O)n(Cc3ccco3)c(SCC(=O)Nc3ccccc3Cl)nc2c1 | 12 | -2 | -5 | 1.1
62 | CCc1ccc(NC(=O)c2cc(C(C)C)on2)cc1 | 5 | -8 | 6 | 0.97
63 | COc1ccc(N(CC(=O)Nc2ccc3c(c2)OCCO3)S(=O)(=O)c2c(C)noc2C)cc1 | 16 | 21 | 1 | 0.92
64 | CCOc1ccccc1NC(=O)c1ccc(F)c(S(=O)(=O)N2CCC3(CC2)OCCO3)c1 | 19 | ? | ? | 1.1
65 | CC(=O)C1C(c2ccccc2OC(F)F)NC(=O)NC1(O)C(F)(F)F (stereo unspecified) | 9 | 7 | -4 | 1
66 | Cc1oc(-c2ccc(Cl)cc2)nc1CN1CCC(C(=O)NCCCN2CCOCC2)CC1 | 63* | 16 | 3 | 0.95
67 | Cc1cccc(-n2ncc3c(NCc4ccccn4)ncnc32)c1 | 11 | -10 | 1 | 1.1
68 | O=C(NCC1CCCO1)c1ccc(N2CCCCC2)nc1 (stereo unspecified) | 7 | -16 | 1 | 0.95
69 | CC(C)OCCCNC(=O)c1cc2c(s1)CS(=O)(=O)C2 | 3 | -12 | 2 | 1
70 | COc1ccc(-n2ncc3c(NCCCN4CCOCC4)ncnc32)cc1 | 4 | -21 | 6 | 0.99
71 | COC(=O)Cn1ncc2c(C)n(Cc3ccccc3)c(C)c2c1=O | 3 | 6 | 3 | 1
72 | Cc1ccc2c(c1)c1c(n2CC(O)CN2C(=O)CNC2=O)C(=O)CCC1 (stereo unspecified) | 3 | -22 | -1 | 1.1
73 | COCCNC(=O)CS(=O)Cc1nc(-c2ccc(OC)cc2)oc1C (stereo unspecified) | 15 | ? | ? | 0.84
74 | Cc1ccc2c(c1)-c1c(cnn1CC(=O)O)CO2 | 12 | -2 | 4 | 1.4
75 | O=S(=O)(NCc1cn2ccsc2n1)c1ccc(Oc2ccccc2)cc1 | 8 | 17 | -4 | 1.2
76 | Cc1ccc(-c2nc(C3CCN(S(=O)(=O)c4ccc(C(F)(F)F)cc4)CC3)no2)cc1 | 0 | 12 | -10 | 1.1
77 | CCCN1C(=O)c2cc(C(=O)Nc3ccccc3CC)ccc2C1O (stereo unspecified) | 4 | 15 | -8 | 1.4
78 | CCOC(=O)CNc1ccc2c(c1)OCO2 | 13 | -12 | 4 | 1.1
79 | O=C(NCc1nnc(SCC(=O)N2CCC(Cc3ccccc3)CC2)o1)c1ccccc1F | 3 | -3 | -5 | 1.1
80 | Cc1ccccc1CNS(=O)(=O)c1ccc2c(c1)OCCO2 | 3 | 6 | -3 | 1
81 | NS(=O)(=O)c1ccc(CCNC(=O)CNC(=O)C2CCCCC2)cc1 | 9 | -13 | 6 | 1.1
82 | COC(=O)c1ccccc1NC(=O)Cn1c(-c2nonc2N)nc2ccccc21 | 11 | -14 | 6 | 1.2
83 | Cc1ccccc1NC(=O)Cn1cnc2c(oc3ccccc32)c1=O | 10 | -3 | 2 | 0.9
84 | COc1cccc(OC)c1C(=O)N1CCN(S(=O)(=O)c2ccc(C)cc2)CC1 | 4 | -14 | 10 | 1.1
85 | O=C(Nc1cccs1)NC1CCCC1 | 2 | -3 | -1 | 1.1
86 | Cc1oc(-c2cccs2)nc1CS(=O)CC(=O)NCCc1ccccc1 (stereo unspecified) | 9 | ? | ? | 1.2
87 | C=CCn1c(Cc2csc(N)n2)nnc1SCC(=O)OCC | 20 | -18 | -2 | 1
88 | CCCCN(C)CCNC(=O)c1c[nH]c2ccc(S(=O)(=O)N(CC)CC)cc2c1=O | 3 | -30 | 0 | 1
89 | O=C(NCC(=O)N(c1cccnc1)C(C(=O)NC1CCCCC1)c1cccnc1)c1ccco1 (stereo unspecified) | 12 | 2 | 3 | 1.1
90 | CCOC(=O)CC(NS(=O)(=O)c1ccc(NC(C)=O)cc1)c1ccc(OCC)cc1 (stereo unspecified) | 5 | 3 | 2 | 1.1
91 | COc1ccc(CCn2c(N)c(C#N)c3nc4ccccc4nc32)cc1OC | 16 | ? | ? | 1.9
92 | Cc1ccc(NC(=O)CCN2CCc3ccccc3C2)cc1 | 5 | 1 | 1 | 1
93 | COc1ccc2c(c1)n([O-])c1c([n+]2=O)CCC1 | 13 | 10 | 4 | 1.1
94 | CCOC(=O)C(C)Sc1nc2c(cnn2-c2ccc(C)cc2)c(=O)[nH]1 (stereo unspecified) | 9 | -24 | 12 | 1
95 | CCC(=O)N1CCc2cc(S(=O)(=O)CCC(=O)NCCc3ccc(OC)c(OC)c3)ccc21 | 5 | -6 | -1 | 1.1
96 | CCn1cc(C(=O)Nc2ccccc2C(=O)OC)c(=O)c2ccc(C)nc21 | 15 | 11 | -1 | 1.1
97 | O=C(CC1CCCCC1)Nc1c2c(nn1-c1ccc(F)cc1)CS(=O)(=O)C2 | 10 | -11 | 3 | 0.98
98 | CCOCCCNC(=O)CCNC(=O)c1cc(OC)c(OC)c(OC)c1 | 8 | 0 | 5 | 0.99
99 | Cc1cc2c(c(SCC(=O)N(C)c3ccccc3)n1)C(=O)OC2 | 8 | 2 | 2 | 1.1
100 | Cn1c(N)c(C(=O)NCc2ccccc2)sc1=S | 3 | ? | ? | 4.1*

Not all compounds are listed. The share of hits here may be higher or lower than overall.
